FN deposition inh – fibronectin deposition inhibition; 350,000 tested, 0.086% active; AID 743247; AH1F fibroblasts, Alexa488-fibronectin deposition fluorescence, overnight; inhibition, % at 12.6 µM;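 active = mean inhibition across replicates of 30% or more, regardless of how many single replicates reach that level; inconclusive = mean under 30% yet at least half of replicates reach 30%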;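 also: positive control wells lacked labelled fibronectin entirely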
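Material: AH1F fibroblast monolayer depositing Alexa488-labelled fibronectin into matrix | Input: 10000 AH1F cells/well | Medium: DMEM plus 2% serum, read in PBS | Reagent: Alexa488-fibronectin, 24 nM final in well | Compound dosing: One dose per compound, pinned | Schedule: 1 h adhesion, overnight exposure | Measured by: Fluorescence at 485 nm excitation, 525 nm emission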
C2C12 statin – protects C2C12 myotubes from simvastatin toxicity; ATP luminescence, 48 h; scaled: DMSO 0, geranylgeraniol control 100; 330,000 tested, 0.78% active; rescue of ATP level, % at 7.49 µM; AID 602340;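 active = mean ATP rescue above about 67%, or every replicate alone reaching that limit, limit read from the data, passing the limit was not always enough; inconclusive = no clear call, values can overlap the other calls; inactive = mean under the limit and some replicate under it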;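 also: myotubes were challenged with 10 µM simvastatin during compound exposure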
S100A4 MyoIIA – S100A4-myosin IIA interaction inhibition. 360,000 tested, 0.14% active. AID 652163. S100A4/TAMRA-MyoIIA peptide fluorescence polarization. inhibition, % at 10.7 µM. P26447;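 active = mean inhibition of at least 70% across replicates, with every replicate also reaching that level; inconclusive = mean inhibition reaches 70% but some replicates fall short; inactive = mean inhibition below 70%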
Target sequence (P26447 whole entry, looked up): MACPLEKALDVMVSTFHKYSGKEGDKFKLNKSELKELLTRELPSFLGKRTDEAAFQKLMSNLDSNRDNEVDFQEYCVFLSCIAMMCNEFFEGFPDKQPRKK
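Material: S100A4 monomer (human). Medium: Calcium-containing HEPES buffer, pH 7.2. Probe or stimulus: labelled myosin peptide probe, 5 nM. Compound dosing: one concentration per compound. Timing: polarization read 5 min after assay mix addition, stable 5–60 min. Benchmarks: DMSO as neutral control, TFP as positive control.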
SIRT5 inh – sirtuin-5 (human) deacylase inhibition; Q9NXA8; Purified SirT5, succinyl-peptide AMC, trypsin-coupled fluorescence; inhibition, % at 15 µM; AID 652115; 330,000 tested, 1.1% active; in the data active = inhibition above about 15%; inconclusive = no clear call, values can overlap the other calls
Target sequence (Q9NXA8 whole entry, looked up): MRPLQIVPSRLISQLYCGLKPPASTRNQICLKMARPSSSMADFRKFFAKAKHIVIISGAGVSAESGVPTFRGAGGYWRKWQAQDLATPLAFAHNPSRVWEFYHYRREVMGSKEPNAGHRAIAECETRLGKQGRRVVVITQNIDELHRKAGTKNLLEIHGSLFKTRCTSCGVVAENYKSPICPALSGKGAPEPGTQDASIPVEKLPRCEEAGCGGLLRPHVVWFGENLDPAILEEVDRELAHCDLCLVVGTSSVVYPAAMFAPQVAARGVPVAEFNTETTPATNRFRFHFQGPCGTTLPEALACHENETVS
CASP6 VEID inh – inhibitors of human caspase-6; P55212; purified caspase-6, Z-VEID-R110 cleavage fluorescence; inhibition, % at 12.5 µM; 350,000 tested, 0.53% active; AID 686996;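 active = mean inhibition across replicates at least about 35%, with every replicate also reaching that limit, limit read from the data; inconclusive = only one of the two criteria met; inactive = neither criterion met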;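 also: 0% = median of neutral control wells and 100% = no fluorescence left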
Target sequence (P55212 24-179 limits assumed): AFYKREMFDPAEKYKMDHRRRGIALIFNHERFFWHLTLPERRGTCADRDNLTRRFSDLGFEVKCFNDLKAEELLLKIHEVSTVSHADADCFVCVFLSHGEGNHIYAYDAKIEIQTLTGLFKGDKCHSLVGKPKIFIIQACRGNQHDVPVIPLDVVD
Target sequence (P55212 194-293 limits assumed): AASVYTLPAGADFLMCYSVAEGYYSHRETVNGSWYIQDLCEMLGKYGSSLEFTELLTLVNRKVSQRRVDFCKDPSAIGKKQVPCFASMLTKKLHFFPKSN
LGR2 inh – Drosophila LGR2 receptor signaling inhibition; HEK293 LGR2, CRE-luciferase, bursicon-stimulated, 4 h; inhibition, % at 9.99 µM; 380,000 tested, 0.35% active; AID 720647;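 active = drop in luminescence signal, shown as inhibition above about 50% in the replicate tests, limit read from the data, passing the limit was not always enough; inconclusive = probably only some replicates passing the limit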;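 also: agonist challenge used bursicon conditioned medium at about half maximal strength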
esBAF inh – blocks esBAF chromatin remodeling in mouse ES cells; Bmi1-luciferase knock-in reporter, 24 h; 100% = twice the neutral-well signal; AID 602393; 350,000 tested, 2% active; reporter increase, % at 12.5 µM; in the data active = activation above about 40%; inconclusive = no clear call, values can overlap the other calls;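 also: 0% = median of the plate's neutral control wells and 100% = double that signal; a rise in the Bmi1 reporter signal indicates esBAF inhibition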
An asterisk follows results filed as active; ? = inconclusive; nt = not tested or not shown.

SMILES	FN deposition inh	C2C12 statin	S100A4 MyoIIA	SIRT5 inh	CASP6 VEID inh	LGR2 inh	esBAF inh
Cc1ccc(S(=O)(=O)N(C)C[C@H]2OCCCC[C@H](C)Oc3ccc(NS(=O)(=O)c4cn(C)cn4)cc3C(=O)N([C@H](C)CO)C[C@@H]2C)cc1	-12	nt	5	0	0	-2	-5
CCN(CC)S(=O)(=O)c1cc(NC(=O)Cn2ncc(Cl)c(Cl)c2=O)ccc1C	13	nt	1	-1	2	25	nt
CCOC(=O)C1=C(C)NC2=C(C(=O)CCC2)C1c1cc(OC)ccc1OC (stereo not given)	nt	0	1	2	4	1	-9
O=C(CSc1ncn[nH]1)N1CCOCC1	2	nt	-33	-1	-2	9	nt
Cn1c(=O)c2cc(NC(=O)CC(C)(C)C)ccc2n1-c1ccccc1F	-12	2	-3	nt	-3	-27	18
COc1ccc(NC(=O)C23CC4CC(CC(Cl)(C4)C2)C3)cc1S(=O)(=O)N1CCOCC1	0	1	-1	2	-2	3	0
O=C(O)C1CCN(S(=O)(=O)c2ccc(N3CCC(O)CC3)c([N+](=O)[O-])c2)CC1	2	-4	-8	-2	4	-5	-2
Clc1ccc(-c2cc(-c3ccccc3)on2)cc1	2	8	nt	nt	nt	-51	21
Cc1c(NC(=O)Nc2ccccc2[N+](=O)[O-])c(=O)n(-c2ccccc2)n1C	-7	-12	1	-1	-2	7	-5
O=C(Nc1ccccc1)c1cccc(Cn2cc(C(F)(F)F)ccc2=O)c1	1	nt	-3	24*	2	-8	nt
COc1ccc(C(=O)NCc2nnc(SCC(=O)Nc3nnc(C)s3)o2)cc1	-1	-9	2	0	1	-11	-2
COc1ccc(OC)c(C2=NOC(C(=O)NCc3cccnc3)C2)c1 (stereo not given)	-4	0	-1	-3	-1	2	-10
CC1(c2ccccc2)NC(=O)N(CC(=O)NC(=O)NCc2ccco2)C1=O (stereo not given)	nt	-16	nt	nt	nt	16	-3
CN1CCN(C(=O)c2cc([N+](=O)[O-])cc([N+](=O)[O-])c2)CC1	0	-2	0	1	0	8	-8
CO[C@@H]1CN(C)C(=O)c2cc(NC(=O)C3CCC3)ccc2OC[C@@H](C)N(C)C[C@@H]1C	-10	3	nt	nt	nt	-11	-6
C[C@H](CO)N1C[C@H](C)[C@H](CN(C)Cc2ccc(-c3ccccc3)cc2)Oc2ccc(NS(=O)(=O)c3ccc(Cl)cc3)cc2CC1=O	nt	-5	nt	nt	nt	-24	3
CNC(=O)C[C@H]1CC[C@H]2[C@@H](COC[C@H](O)CN2C(=O)c2ccc3c(c2)OCO3)O1	-3	-16	-27	1	-4	23	1
CC(C)[C@H]1C=C(C(=O)O)O[C@@H](OCc2ccc(CO)cc2)C1	-14	-14	-18	2	2	2	-1
CCC(NC(=O)N(Cc1ccccc1)Cc1ccc2c(c1)OCO2)(C(F)(F)F)C(F)(F)F	4	-1	nt	nt	nt	nt	-2
O=S1(=O)CC(N2CCN(CC3CC3)CC2)CN1Cc1ccc(F)cc1 (stereo not given)	nt	-1	0	1	-7	4	-8
CCNC(=O)CN(c1ccc(CC)cc1)S(C)(=O)=O	15	-33	nt	nt	nt	nt	-3
COc1ccc(NC(=O)Nc2cccc3c2O[C@H](CN(C)Cc2ccc4c(c2)OCO4)[C@H](C)CN([C@H](C)CO)C3=O)cc1	nt	3	-3	0	-6	-8	1
CC(C)C[C@H](NC(=O)OC(C)(C)C)c1nnc(SCc2cccc(F)c2)o1	9	8	nt	nt	nt	nt	4
CC(C)(C)C(=O)NCc1ccc(C(=O)CSc2nnc(-c3ccncc3)n2C2CC2)s1	-4	nt	2	-11	5	2	nt
C=C1CCN([C@@H](Cc2ccccc2)C(=O)NCCC(C)C)S(=O)(=O)c2ccccc21	11	-1	3	nt	2	-9	-11

Some of the entries above in another layout:
Sequence of screens – FN deposition inh | C2C12 statin | S100A4 MyoIIA | SIRT5 inh | CASP6 VEID inh | LGR2 inh | esBAF inh
CCNC(=O)CN(c1ccc(CC)cc1)S(C)(=O)=O
  15 | -33 | nt | nt | nt | nt | -3
CC(C)[C@H]1C=C(C(=O)O)O[C@@H](OCc2ccc(CO)cc2)C1
  -14 | -14 | -18 | 2 | 2 | 2 | -1

Going on with the list:
SMILES	FN deposition inh	C2C12 statin	S100A4 MyoIIA	SIRT5 inh	CASP6 VEID inh	LGR2 inh	esBAF inh
Cc1ccc(-n2c(C)nnc2SC(C)C(=O)N2CCCC2)cc1 (stereo not given)	-12	-4	5	-1	1	-1	-4
O=C(Nc1ccccc1F)N[C@H]1CC[C@@H](CCNC(=O)C2CC2)O[C@@H]1CO	-9	3	-5	2	-3	4	-5
N#CCc1cnc2ccccc2n1	2	-13	-2	-4	3	-2	3
NCC[C@@H]1CC[C@@H](NC(=O)C2CCCCC2)[C@H](CO)O1	nt	0	39	1	-2	-1	-7
O=C(NCc1ccc(F)cc1)c1cc(C2CCCN(S(=O)(=O)c3ccccc3)C2)on1 (stereo not given)	-19	-4	1	-2	-3	-12	1
c1ccc2[nH]c(-c3cnco3)cc2c1	1	-2	-2	-1	0	-7	5
CO[C@@H]1CN(C)C(=O)c2ccc(NC(=O)c3ccccc3F)cc2OC[C@@H](C)N(C(C)=O)C[C@H]1C	0	nt	-2	-2	2	-11	nt
CS(=O)(=O)c1cccc(NC(=O)C2CCCN2S(=O)(=O)c2ccc(F)cc2)c1 (stereo not given)	0	16	2	-1	-3	8	-8
CN(CC(=O)Nc1ccc(F)cc1)C(=O)CCc1ccccc1	-1	-10	-1	-13	0	8	1
CCOc1ccc(C(C)=O)cc1CN1C(=O)c2ccccc2S1(=O)=O	5	nt	-10	2	-2	4	nt
O=C(Nc1cccc(-n2cnnn2)c1)c1ccco1	4	111*	nt	nt	nt	nt	5
CCc1cc2ccc(C)c(C)c2nc1SCC(=O)Nc1cc(C)on1	3	nt	-3	1	1	9	nt
CCN(CC)S(=O)(=O)c1ccc(NC(=O)CSc2ncnc3ccccc23)cc1	-5	-8	nt	nt	nt	11	-8
O=S(=O)(c1ccc2c(c1)OCCO2)N1CCCN(S(=O)(=O)c2c(F)cccc2F)CC1	-1	-19	-3	0	0	8	-7
O=C(O)/C=C\C(=O)Nc1ccc(N2CCN(c3ccc(Cl)c(Cl)c3)CC2)cc1	-5	5	-1	-4	-2	nt	-3
CN(C)C(=O)C[C@H]1CC[C@@H]2[C@@H](COc3ccc(NC(=O)C4CCCC4)cc3C(=O)N2C)O1	4	nt	-6	-1	0	12	nt
CCC(=O)N1CC(=O)N2[C@H](CO)[C@@H](c3ccc(-c4ccccc4F)cc3)[C@H]2C1	nt	nt	36	12	2	12	nt
CCCc1ccc(C(=O)NNc2ccc(F)cc2)cc1	6	nt	-2	-1	2	nt	nt
Cc1csc(N(C(=O)Cc2ccccc2F)c2ccccc2)n1	-2	-1	2	-3	0	nt	-4
COc1cccc(/C=C/c2ccccn2)c1O	12	nt	3	-2	0	-62	nt
Cc1ccc(Nc2nc(C)cc(C)n2)c(Br)c1	-6	2	nt	nt	nt	nt	29
CCn1cc(Br)c(C(=O)Nc2nccs2)n1	3	10	3	1	1	-8	16
Cc1c(C(=O)NC2CC(=O)N(c3ccc4c(c3)OCCO4)C2)cccc1[N+](=O)[O-] (stereo not given)	3	-5	-2	-1	1	0	2
CCCC#Cc1ccc2c(c1)O[C@H](CN(C)C(=O)c1cccnc1)[C@H](C)CN([C@H](C)CO)S2(=O)=O	1	nt	-1	1	1	3	-2
C[C@H](CO)N1C[C@H](C)[C@H](CN(C)S(=O)(=O)c2ccc(F)cc2)Oc2ccc(NC(=O)Nc3ccc4c(c3)OCO4)cc2CC1=O	8	-165	-7	-4	2	18	9

Reprinted at random: four compounds from above.
SMILES	FN deposition inh	C2C12 statin	S100A4 MyoIIA	SIRT5 inh	CASP6 VEID inh	LGR2 inh	esBAF inh
O=C(Nc1ccccc1)c1cccc(Cn2cc(C(F)(F)F)ccc2=O)c1	1	nt	-3	24*	2	-8	nt
CCCC#Cc1ccc2c(c1)O[C@H](CN(C)C(=O)c1cccnc1)[C@H](C)CN([C@H](C)CO)S2(=O)=O	1	nt	-1	1	1	3	-2
C[C@H](CO)N1C[C@H](C)[C@H](CN(C)S(=O)(=O)c2ccc(F)cc2)Oc2ccc(NC(=O)Nc3ccc4c(c3)OCO4)cc2CC1=O	8	-165	-7	-4	2	18	9
O=C(O)C1CCN(S(=O)(=O)c2ccc(N3CCC(O)CC3)c([N+](=O)[O-])c2)CC1	2	-4	-8	-2	4	-5	-2

Sorted by formula weight (rising): some entries from above
SMILES	FN deposition inh	C2C12 statin	S100A4 MyoIIA	SIRT5 inh	CASP6 VEID inh	LGR2 inh	esBAF inh
CN(CC(=O)Nc1ccc(F)cc1)C(=O)CCc1ccccc1	-1	-10	-1	-13	0	8	1
CCc1cc2ccc(C)c(C)c2nc1SCC(=O)Nc1cc(C)on1	3	nt	-3	1	1	9	nt
CO[C@@H]1CN(C)C(=O)c2ccc(NC(=O)c3ccccc3F)cc2OC[C@@H](C)N(C(C)=O)C[C@H]1C	0	nt	-2	-2	2	-11	nt

(continued)
SMILES	FN deposition inh	C2C12 statin	S100A4 MyoIIA	SIRT5 inh	CASP6 VEID inh	LGR2 inh	esBAF inh
Cc1ccc(NC(=O)CN2C(=O)NC(C)(C)C2=O)cc1S(=O)(=O)N1CCCCCC1	10	-18	5	-1	6	4	4
Cc1ccc(S(=O)(=O)N(C)C[C@@H]2Oc3ccc(NC(=O)CCN4CCOCC4)cc3C(=O)N([C@H](C)CO)C[C@H]2C)cc1	nt	-8	10	nt	0	0	2
CC(=O)N(CCC(c1ccco1)C(C)C)Cc1ccc(OC(C)C)cc1 (stereo not given)	-2	-6	3	1	8	-2	-5
COc1ccc(NS(=O)(=O)c2cccc(C(=O)NNC(=O)c3ccc(Br)o3)c2)cc1	-11	5	6	-2	3	21	-2
O=C(C[C@H]1CC[C@@H](NC(=O)Nc2cc(F)ccc2F)[C@H](CO)O1)NCc1ccccn1	-7	9	-3	-1	-6	-15	-7
COc1cccc(S(=O)(=O)Nc2ccc3c(c2)C(=O)N(C)C[C@@H](OC)[C@@H](C)CN(C(=O)Cc2cccnc2)[C@H](C)CO3)c1	nt	12	1	nt	-1	-6	-4
COc1ccc(N2CCN(C(C)C(=O)Nc3nnc(C)s3)CC2)cc1 (stereo not given)	-5	3	3	-3	3	3	-8
C[C@H](NC(=O)C1CCN(S(=O)(=O)c2ccccc2)CC1)C(=O)NCc1cccc(Cl)c1	-1	14	-3	-6	-5	-2	3
C=CCN1C(c2ccc(Br)cc2)=CS/C1=C(\C#N)c1nnc(N2CCOCC2)n1-c1ccccc1	0	nt	1	2	6	15	nt
CN1CCN(C(=S)C(=O)Nc2ccc(Br)cc2)CC1	-1	nt	6	3	4	1	nt
COc1ccc(C(C)C)cc1S(=O)(=O)N1CCC(C(=O)N2CCN(C)CC2)CC1	-2	1	-2	-2	-2	-4	0
CC(C)NS(=O)(=O)c1ccc2c(c1)oc(=O)n2C	3	11	-1	nt	4	-8	4
c1cnc2c(OCc3nc4ccccc4[nH]3)cccc2c1	nt	7	-3	-4	2	-38	?
C[C@@H]1CN([C@H](C)CO)C(=O)c2cc(N(C)C)ccc2O[C@@H](C)CCCCO[C@@H]1CN(C)C	nt	7	8	2	-1	-4	6
O=C(Nc1nccs1)c1cc([N+](=O)[O-])ccc1Cl	-1	-3	3	-2	1	2	1
COCCN1Cc2cccc(C(=O)NCc3ccccn3)c2C1=O	4	-2	1	5	1	-10	-4
COc1ccc(-c2ccc([C@@H]3[C@H]4CN(C(=O)c5ccccn5)CC(=O)N4[C@H]3CO)cc2)cc1	nt	nt	-1	3	-2	9	nt

The list is partial; the hit share may differ from the screen's.
